High-throughput results (PubChem BioAssay)
Wnt bcat act = Wnt/beta-catenin pathway activators, primary screen, cell-based, plate reader, single point | Wnt/beta-catenin reporter cell assay, activator | activation, % at 9.35 µM | 300,000 tested, 1.2% active; in the data active means activation above about 30%, passing the limit was not always enough;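 further: 0% = neutral control wells and 100% = positive control wells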
HTR5A ag = HTR5A agonists in luminescence cell assay, primary screen, counter-screen for OPRM1-OPRD1 heterodimer agonist project, full-deck HTS; 5-hydroxytryptamine receptor 5A (Homo sapiens), P47898; activation, % at 9.3 µM; 340,000 tested, 0.61% active; cell-based; in the data active means activation mostly above about 9.5%, no sharp cut-off; inactive means mostly below about 7.6%;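 further: 0% = cells with vehicle only and 100% = reference agonist; strong numbers were not always called active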
Target sequence (P47898 whole entry, looked up): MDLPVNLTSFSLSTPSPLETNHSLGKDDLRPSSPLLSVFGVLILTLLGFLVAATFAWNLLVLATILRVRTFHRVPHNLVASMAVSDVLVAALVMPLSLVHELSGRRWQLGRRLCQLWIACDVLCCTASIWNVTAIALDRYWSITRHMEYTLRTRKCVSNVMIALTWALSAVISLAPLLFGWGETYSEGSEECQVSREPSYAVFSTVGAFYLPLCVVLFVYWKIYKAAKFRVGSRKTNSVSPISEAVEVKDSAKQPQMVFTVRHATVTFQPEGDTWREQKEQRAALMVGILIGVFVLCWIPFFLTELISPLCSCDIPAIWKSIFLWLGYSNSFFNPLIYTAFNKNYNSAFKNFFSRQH
SR-BI HDL uptake = inhibitors of SR-BI mediated HDL lipid uptake, primary screen, ldlA[mSR-BI] cells, fluorescence, single point | 320,000 tested, 0.96% active | inhibition, % at 12.5 µM | ldlA[mSR-BI] CHO cells, DiI-HDL uptake fluorescence, 3 h;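 active means mean replicate inhibition of at least 70% and a set share of replicates each scoring 70 or more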;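 further: 0% = median of neutral control wells and 100% = median of positive control wells; values of inactives mirror those of a sister screen read the other way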
Target sequence (Q61009 whole entry, looked up): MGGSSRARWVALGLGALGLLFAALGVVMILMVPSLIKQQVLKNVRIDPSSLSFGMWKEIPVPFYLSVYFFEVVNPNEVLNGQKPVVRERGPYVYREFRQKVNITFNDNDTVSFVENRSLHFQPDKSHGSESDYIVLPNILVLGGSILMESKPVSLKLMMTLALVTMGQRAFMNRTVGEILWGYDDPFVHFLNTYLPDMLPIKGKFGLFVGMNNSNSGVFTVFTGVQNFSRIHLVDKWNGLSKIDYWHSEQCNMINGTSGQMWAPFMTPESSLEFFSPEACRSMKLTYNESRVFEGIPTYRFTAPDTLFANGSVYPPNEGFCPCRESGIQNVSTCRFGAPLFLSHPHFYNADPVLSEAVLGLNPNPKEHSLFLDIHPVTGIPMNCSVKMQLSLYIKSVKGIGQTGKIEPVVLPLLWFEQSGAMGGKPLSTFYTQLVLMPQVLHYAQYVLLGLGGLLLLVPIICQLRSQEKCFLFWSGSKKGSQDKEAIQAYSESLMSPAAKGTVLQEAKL
PvdQ acylase = P. aeruginosa PvdQ acylase inhibitors, primary screen, biochemical, fluorescence, plate reader and imaging, single point. PvdQ acylase [Pseudomonas aeruginosa LESB58]. purified PvdQ acylase. inhibition, % at 10 µM. 340,000 tested, 0.063% active; in the data active means inhibition above about 30%, passing the limit was not always enough;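 further: 0% = vehicle neutral wells and 100% = reference inhibitor wells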
HTR5A inv ctr = HTR5A inverse agonists in luminescence cell assay, primary screen, counter-screen for OPRM1-OPRD1 heterodimer inverse agonist project, full-deck HTS; HTR5A cell line, inverse agonism; inhibition, % at 9.3 µM; 340,000 tested, 0.083% active; AID 504634, 2011; in the data active means inhibition mostly above about 23%, no sharp cut-off; inactive means mostly below about 18%;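 further: 0% = cells with DMSO and 100% = no-cell wells with DMSO; some compounds called inactive have numbers as strong as hits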
dFosB activator = activators of delta FosB homodimer, primary screen, biochemical, fluorescence polarization, TAMRA-CDK5 oligo, single point; purified delta FosB; percent of positive-control signal above neutral wells; activation, % at 25 µM; 340,000 tested, 0.99% active; AID 493131, 2011;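 active means mean activation above about 17%, with every replicate also reaching it, limit read from the data, passing the limit was not always enough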;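 further: fluorescence polarization rise as delta FosB binds a TAMRA Cdk5 AP-1 oligo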
CDK5 p35 inh = inhibitors of human CDK5/p35 kinase, primary screen, biochemical, single concentration. Cyclin-dependent kinase 5 (Homo sapiens) + Cyclin-dependent kinase 5 activator 1 (Homo …. Recombinant CDK5/p35, ADP-Glo luminescence, 60 min. inhibition, % at 10 µM. 330,000 tested, 0.01% active. AID 488839, 2010;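 active means highest replicate inhibition of at least 50% and at least 75% of replicates reaching 50%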;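 further: plate controls were DMSO neutral control for no effect and GW8510 at 10 µM for full effect; many of its hits are not listed in these tables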
NSD2 HMT inh = NSD2 histone methyltransferase inhibitors, primary screen, biochemical, AlphaScreen, single concentration, set 2; Histone-lysine N-methyltransferase NSD2 (Homo sapiens), O96028; NSD2 peptide methylation, 120 min; inhibition, % at 12.5 µM; 310,000 tested, 0.54% active; AID 743445, 2014; in the data active means inhibition above about 50%
V-ATPase pH = regulators of yeast V-ATPase proton pumping, primary screen, pHLuorin cytosolic pH fluorescence. response, % at 10 µM. 350,000 tested, 0.37% active. AID 504577, 2011. S. cerevisiae; in the data active means response mostly above about 7.3%, no sharp cut-off; inactive means mostly below about 5.4%; further: actives read high; inactives centre near 0; some compounds called inactive have numbers as strong as hits; reference of the scale not given here
MITF TRPM1 HTS = activators of MITF-driven TRPM1 promoter reporter, primary screen, cell-based, SK-MEL-5, luciferase, single point; activation, % at 12.5 µM; AID 588334, 2011; 300,000 tested, 0.75% active; SK-MEL-5 TRPM1-promoter luciferase, 24 h; % of positive control, neutral wells = 0;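 active means mean activation of at least 80% with every replicate also reaching 80%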;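 further: 0% = neutral control wells and 100% = parthenolide positive control wells; values of inactives mirror those of a sister screen read the other way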
Active calls of the source: *; / = not tested or not shown. The order is random; overall some 5% were active at least once.

The opening three entries, to show the layout:
SMILES	Wnt bcat act	HTR5A ag	SR-BI HDL uptake	PvdQ acylase	HTR5A inv ctr	dFosB activator	CDK5 p35 inh	NSD2 HMT inh	V-ATPase pH	MITF TRPM1 HTS
COc1cc(C#N)ccc1OCC(=O)NCc1cccs1	-1	4	1	-4	-10	5	2.6	-2	0	3
Cc1cc(C(=O)N/N=C/c2c[nH]c3ccccc23)c(C)o1	0	2	2	-5	-7	-3	1.1	2	0	6
CCCc1nnc(NC(=O)CCC(=O)NC2CCCC2)s1	1	-1	-7	0	3	-1	2.5	-10	4	-1

The list itself, previewed entries included:
SMILES	Wnt bcat act	HTR5A ag	SR-BI HDL uptake	PvdQ acylase	HTR5A inv ctr	dFosB activator	CDK5 p35 inh	NSD2 HMT inh	V-ATPase pH	MITF TRPM1 HTS
COc1cc(C#N)ccc1OCC(=O)NCc1cccs1	-1	4	1	-4	-10	5	2.6	-2	0	3
Cc1cc(C(=O)N/N=C/c2c[nH]c3ccccc23)c(C)o1	0	2	2	-5	-7	-3	1.1	2	0	6
CCCc1nnc(NC(=O)CCC(=O)NC2CCCC2)s1	1	-1	-7	0	3	-1	2.5	-10	4	-1
C=CCSc1nnnn1-c1ccc(OC)cc1	3	2	8	4	-3	4	-0.1	0	-3	/
CC(C)(C)NC(=O)C1N(c2cccnc2)C(=O)C2C(C(=O)Nc3ccccc3)C3(C)C=CC21O3 (centres undefined)	5	-3	-10	3	1	1	0.6	/	-4	/
CCCC1(C(=O)O)NC(c2ccccc2O)C2C(=O)N(c3cccc(Cl)c3)C(=O)C21 (centres undefined)	-4	14*	11	-9	-42	2	0.3	/	-1	0
CCOC(=O)c1c(NC(=O)C2CCCN2S(=O)(=O)c2cccc3nsnc23)sc(C)c1C (centres undefined)	-2	2	/	10	4	-1	-2.0	0	-47	-1
CCNc1nc(N)nc(Oc2ccc(OCC)nn2)n1	/	11	-23	-11	-13	-7	0.2	3	5	-3
CC(=O)c1cccc(NC(=O)N2CCCC2C(=O)NC2CCCC2)c1 (centres undefined)	-4	4	/	-5	-12	-4	1.2	0	-2	/
COc1ccc(NC(=O)CSc2nnc(-c3cccnc3)n2C)cc1	20	-3	/	-4	-16	-8	1.2	0	9	-5
CC1(C)CC(=O)C(C=NCCN2CCN(C(=O)c3ccccc3)CC2)=C(O)C1	/	1	-33	1	-4	-5	-1.9	-2	-2	1
Cc1ccnc(N2CCCC(C(=O)Nc3ccc(C)c(C)c3)C2)n1 (centres undefined)	7	1	11	-4	12	6	-0.9	12	-3	-13
CC1CN(S(=O)(=O)c2cccc(C(=O)NCCc3ccc(S(N)(=O)=O)cc3)c2)CC(C)O1 (centres undefined)	-6	-4	61	-14	16	-6	-0.5	0	-1	-1
O=C(Nc1cccc(NC(=O)C2CC2)n1)C1CC1	4	1	-1	0	-6	7	-0.6	36	-1	-10
CCCS(=O)(=O)n1nc(-c2ccccc2)cc1N	3	3	-3	6	-8	-3	0.8	/	-3	/
CC(C)C(=O)Nc1cccc(COc2ccc(CN(CCc3ccccc3)C(=O)OC(C)(C)C)cc2)c1	-5	7	22	2	-25	-8	0.5	/	-1	-1
N#Cc1nc(-c2ccc(F)cc2)oc1N1CCCCC1	4	4	17	-14	-13	0	-0.1	1	0	26
COC(=O)COc1ccc(Oc2nc(SC)nc(N(C)C)n2)nn1	/	2	25	-9	-3	-2	0.9	-3	6	-11
CCCCN=C1NC(=O)C(CC(=O)Nc2ccc(Cl)cc2)S1 (centres undefined)	/	9	-5	-6	10	5	0.0	0	2	10
CCCN1CCN(C(=O)CCCNC(=O)c2ccc(Cl)cc2)CC1	1	3	/	-2	-9	0	-0.4	-2	-1	5
COP(=O)(OC)c1nc(-c2ccccc2)oc1N1CCOCC1	-1	2	17	-8	4	8	0.8	-1	-1	0
COC(=O)Nc1ccc(S(=O)(=O)N(CCO)CC(F)(F)C(F)F)cc1	/	1	-12	-11	-3	-4	-1.7	0	2	/
CCN(CC)c1nc(N(CC)CC)[nH]c(=O)n1	/	1	-8	11	-16	0	5.1	-4	-5	/
Cc1ccc(CNC(=O)c2ccccc2CCc2ccccc2)cc1	-2	7	2	-6	-18	-1	-0.8	-2	-3	-4
CC(=O)NCCCNS(=O)(=O)c1ccc(C)cc1	-1	4	-9	-9	7	-10	-0.6	-2	6	-3
Other structures:
SMILES	Wnt bcat act	HTR5A ag	SR-BI HDL uptake	PvdQ acylase	HTR5A inv ctr	dFosB activator	CDK5 p35 inh	NSD2 HMT inh	V-ATPase pH	MITF TRPM1 HTS
Cc1cccc(C)c1NC(=O)CCCSc1nnc(N)s1	0	-4	-19	-11	12	-5	-1.1	-1	-2	6
O=C(O)c1ccccc1OCc1ccccc1Br	-1	-6	-6	-12	16	3	-2.3	-1	4	7
O=C(NCc1nc(-c2ccccc2)no1)c1ccc(Br)o1	-3	4	-22	-10	5	5	-0.6	8	2	-7
O=C(Nc1cc(S(=O)(=O)N2CCOCC2)ccc1Cl)c1cc2ccccc2o1	1	-1	40	-9	2	-24	-0.2	1	5	6
COC(=O)c1ccc([C@H](NC(=O)c2ccco2)[C@]2(C)C[C@H]2C2CCCCC2)cc1	-2	3	0	-13	-8	-15	-2.1	/	5	11
COc1ccc(CSCC(=O)N/N=C/c2ccc(OCC(=O)N3CCCCC3)cc2)cc1	-1	-4	-1	-3	12	-3	0.0	-1	0	8
COc1ccc(-n2c(CN3CCN(C)CC3)nc3ccc([N+](=O)[O-])cc3c2=O)c(OC)c1	2	1	15	2	-3	-2	0.8	4	-1	10
CCOc1ccc(S(=O)(=O)N2CCC(C(=O)NCc3ccccn3)CC2)cc1Cl	-2	-6	-19	-1	15	-2	-2.6	-4	-2	-1
NC(=O)CSc1nnc(-c2ccc([N+](=O)[O-])cc2)o1	9	1	-11	-16	-2	0	-1.2	0	4	21
O=C(Nc1ccncc1)Nc1ccncc1	-2	2	-12	-17	-11	-12	1.2	/	7	-6
Cc1ccc(S(=O)(=O)C2(C(=O)N3CCN(c4cc(C)ccc4C)CC3)CC2)cc1	-4	9	16	-12	-27	-2	0.0	-1	-2	-7
COC(=O)[C@@H](NCc1cccc(CN[C@H](C(=O)OC)c2ccccc2)c1)c1ccccc1	3	1	-27	-11	8	-5	-1.1	/	-2	10
COc1ccc(NS(=O)(=O)c2cc(NC(=O)c3ccc(=O)[nH]c3)ccc2N2CCOCC2)cc1	-15	-3	-22	7	9	0	0.2	1	2	-10
CCOC(=O)C1C(C(=O)OC)=C(c2ccc(OC)cc2)c2ccccc2N1S(=O)(=O)C(F)(F)F (centres undefined)	-1	-1	17	-2	2	-11	-0.6	/	-1	9
C/C(=N\N=C1\NC(=O)C(CC(=O)Nc2ccc(Cl)cc2)S1)c1ccco1 (centres undefined)	-5	0	19	-7	-24	10	-0.1	3	1	6
CCOC(=O)CSc1nc2cc(S(=O)(=O)N3CCOCC3)ccc2n1CC	-3	0	-24	-10	1	-6	-2.1	0	0	0
CCCCN(C)CCNC(=O)CN1C(=O)CSc2ccc(S(=O)(=O)N3CCOCC3)cc21	-6	4	-6	-11	-16	2	0.8	4	-1	8
O=C(NC1CCCC1)C(c1ccncc1)N(C(=O)c1csnn1)c1cccc(F)c1 (centres undefined)	3	4	-15	-8	33	-1	-2.3	-4	0	9
N[C@@H](Cc1ccccc1)c1nnc(SCc2ccccc2F)o1	1	6	-18	-6	-16	4	1.8	-1	0	-20
CCOc1ccccc1NC(=O)COC(=O)C(Cc1ccccc1)NC(=O)c1ccco1 (centres undefined)	-3	5	-9	-16	-14	-14	1.0	1	-1	/
COc1ccc(/C=C/C(=O)NC(=S)Nc2ccc(S(=O)(=O)Nc3ccc(OC)nn3)cc2)cc1	-2	-3	14	1	-11	-6	-1.2	14	1	4
Cc1ccccc1N1CCN(C(=S)c2ccc(-c3ccc([N+](=O)[O-])cc3)o2)CC1	-3	2	43	-5	-4	-2	-0.2	-3	2	-3
Cc1c(C(=O)N2CCN(c3ccccc3)CC2)sc2ncnc(N3CCN(c4ccccn4)CC3)c12	-2	6	24	-19	9	0	-1.9	4	0	-26
O=S(=O)(Nc1ccon1)c1ccc(Br)s1	7	1	-6	-5	7	1	-0.3	-1	-4	-17
CC(C)(C)c1ccc(C(=O)N/C(=C\c2cccc([N+](=O)[O-])c2)C(=O)Nc2cccc(C(=O)O)c2)cc1	1	2	-14	4	2	5	-0.7	1	4	-7
(next part)
SMILES	Wnt bcat act	HTR5A ag	SR-BI HDL uptake	PvdQ acylase	HTR5A inv ctr	dFosB activator	CDK5 p35 inh	NSD2 HMT inh	V-ATPase pH	MITF TRPM1 HTS
Cc1n[nH]c(=O)nc1NC1CCCCC1	/	0	-22	-1	-1	4	-0.8	0	7	-5
Cc1cc(C(C#N)c2ccccc2F)n2ncnc2n1 (centres undefined)	-1	-2	-10	2	6	-9	4.4	2	-2	6
CNC(=S)N/N=C/c1cn(CCOc2ccc(OC)cc2)c2ccccc12	/	12	78*	-4	3	-7	0.4	0	-1	15
COc1cccc(-c2ncc3ccccc3c2COC(=O)c2ccc(C(C)(C)C)cc2)c1	-8	6	-32	-5	15	7	0.1	/	1	-11
Cc1ccc(C)c(S(=O)(=O)N2CCCC2CNC(=O)C(=O)NC2CC2)c1 (centres undefined)	3	9	2	-6	-24	-3	-0.9	-2	4	-4
Cc1ccc(-c2nnn(CC(=O)N(CC(=O)NCc3ccccc3)c3cccc(C)c3C)n2)o1	/	5	67	-14	25	-4	-0.6	-1	-3	3
CCCc1nc(SCc2ccc(OCC)cc2)n[nH]1	3	-2	9	-16	6	-4	1.1	-1	0	3
Cc1noc(C)c1S(=O)(=O)NCCc1ccc(S(N)(=O)=O)cc1	/	2	-36	-4	0	2	-2.5	0	2	-5
Cc1cc(NC(=O)COC(=O)COc2ccc(Cl)cc2C)c([N+](=O)[O-])cc1C	/	1	-4	0	-23	-3	-4.3	-2	4	-2
CCN(CC)c1ccc(NC(=O)COc2ccc(N(C)S(=O)(=O)c3cccs3)cc2)cc1	-1	0	40	5	0	-8	1.1	33	0	-13
Cc1ccccc1OCc1nc(-c2ccc(NC(=O)c3cccs3)cc2)no1	29	10	36	-11	-36	5	-0.1	-1	-2	57
CN(Cc1ccccc1)S(=O)(=O)c1ccc(Cl)c(C(=O)N2CCC(C(N)=O)CC2)c1	-2	0	-17	1	2	-9	0.2	0	0	6
COC(=O)c1ccc2c(=O)n(CC3CCCO3)c(SCC(=O)Nc3ccc(OC)cc3OC)nc2c1 (centres undefined)	2	3	/	-13	-43	-2	0.2	0	-3	18
O=C(O)C1CC=CCC1C(=O)N1CCc2ccccc21 (centres undefined)	/	-3	-12	-4	-6	0	0.8	-1	-2	2
O=[N+]([O-])c1cc(C(F)(F)F)ccc1NC1CCN(Cc2ccccc2)C1 (centres undefined)	0	2	-27	-6	-6	-11	0.3	5	-2	1
c1csc(C2=NNC(=NC3CCCCC3)SC2)c1	14	/	-8	-21	/	-2	-3.8	5	-1	59
NC1=NC(c2cccc(Cl)c2)N(CCc2ccc(F)cc2)C(N)=N1 (centres undefined)	1	-3	-7	6	13	-8	0.4	0	3	-7
